# GALK inh: inhibits human galactokinase. recombinant GALK, Kinase-Glo ATP luminescence, 1 h. Potency, µM (highest dose often 57.5 µM), for the others: at the highest dose activity, negative = inhibition, actives largely listed as inhibitors. 44,000 tested, under 10 active. AID 1347072;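 note: plate controls were full GALK reaction for no effect and reaction lacking GALK for full effect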
#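 Luminescent ATP-depletion readout (Kinase-Glo Plus, 10 min) after 1 h RT reaction of 5 nM GALK, 35 uM ATP, 100 uM galactose, pH 8.0 HEPES buffer. Decreased kinase activity scored as inhibition.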
# p53null 32C tox: p53 null cell cytotoxicity, permissive temperature; AID 903; Potency, µM (doses to about 46.1 µM), inactives show top-dose activity change, negative = cytotoxicity, actives largely listed as cytotoxic; H1299-neo p53 null cells, ATP luminescence, 24 h, 32C; 0.62% of 55,000 active;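 note: potency is the fitted concentration of half-maximal effect; 0% = DMSO only and -100% = full killing by 100 µM tamoxifen; nearly all actives have a fitted effect of over 55% in size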
#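 Overnight 37C seeding (600 cells/well) of H1299-neo preceded a 24 hr, 32C exposure to compounds up to 46 uM. ATP levels, read by luminescence after 20 min at RT, indicated surviving cells.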
# B2AR arrestin ag: agonists recruiting beta-arrestin to human beta2-adrenergic receptor | 44,000 tested, under 10 active | AID 1347077 | HTLA Tango cells, beta-arrestin recruitment, luciferase luminescence, 18 h | Potency, µM (titrated, usually from 46.1 µM), for inactives: at the highest dose activation, most hits filed as activators;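 note: potency is the fitted concentration of half-maximal effect; 0% = DMSO and full agonism = EC100 isoproterenol or metaproterenol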
# Target sequence (P07550 whole entry, looked up): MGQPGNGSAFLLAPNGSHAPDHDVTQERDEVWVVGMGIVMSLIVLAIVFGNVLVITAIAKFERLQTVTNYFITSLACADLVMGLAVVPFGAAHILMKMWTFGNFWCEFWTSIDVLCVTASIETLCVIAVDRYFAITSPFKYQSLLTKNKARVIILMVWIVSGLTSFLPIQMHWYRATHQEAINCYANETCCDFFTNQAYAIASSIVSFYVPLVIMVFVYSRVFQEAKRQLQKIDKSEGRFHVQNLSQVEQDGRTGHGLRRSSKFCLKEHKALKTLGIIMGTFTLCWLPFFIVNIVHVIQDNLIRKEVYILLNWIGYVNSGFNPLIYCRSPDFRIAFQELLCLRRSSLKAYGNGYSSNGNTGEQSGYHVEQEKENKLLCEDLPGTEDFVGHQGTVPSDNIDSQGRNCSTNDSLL
#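 Luminescence read-out: arrestin recruitment to recombinant beta2-AR releases tTA, inducing luciferase. Cells exposed 18 hr at 37 degrees C to up to 46 microM compound; %Activity from corrected signal, concentration-response curves classified by r2, magnitude and efficacy.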
# TSG101-PTAP inh: inhibitors of HIV-1 PTAP binding to human TSG101, validation; AID 1347069; Potency, µM (top dose mostly 115 µM), for the others: at the top dose activity change, negative = inhibition, hits mostly inhibitors; Fluorescence polarization, FITC-PTAP peptide/Tsg101, 20 min; Q99816; 44,000 tested, under 10 active; note: potency is the fitted concentration of half-maximal effect; 0% is about no effect
# Target sequence (Q99816 whole entry, looked up): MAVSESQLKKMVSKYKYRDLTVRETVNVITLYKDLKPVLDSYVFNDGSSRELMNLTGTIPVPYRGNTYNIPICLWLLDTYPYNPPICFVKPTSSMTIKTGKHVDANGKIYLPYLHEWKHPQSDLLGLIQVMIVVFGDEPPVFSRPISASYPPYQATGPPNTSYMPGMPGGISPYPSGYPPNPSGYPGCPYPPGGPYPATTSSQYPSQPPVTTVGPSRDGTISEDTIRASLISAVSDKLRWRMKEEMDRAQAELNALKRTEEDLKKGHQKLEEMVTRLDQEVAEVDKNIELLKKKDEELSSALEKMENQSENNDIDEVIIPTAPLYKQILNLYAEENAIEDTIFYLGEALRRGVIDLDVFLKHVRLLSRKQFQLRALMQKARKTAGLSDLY
#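 Steps: Tsg101 binding domain (10 uM final) in HEPES pH 7.5/NaCl/Tween 20/EDTA/TCEP; add compound; add FITC-PTAP peptide (50 nM final); incubate 20 min r.t.; read polarization.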
# FH mod: Identification of activators of human fumarate hydratase by quantitative high-throughput screening. FH coupled MDH/diaphorase resazurin fluorescence, 15 min. 0.22% of 54,000 active. Potency, µM (doses to about 79.9 µM), for inactives: top-dose activity change, negative = inhibition, actives largely listed as inhibitors; note: potency is the fitted concentration of half-maximal effect; % is set by controls: 0 for no effect and ±100 for the full control effect; the screen sought activators but most active calls are inhibition curves; nearly all actives have a fitted effect of over 45% in size
# NTMT1 inhibitor: inhibitors of human N-terminal methyltransferase NTMT1; Q9BV86; NTMT1 MTase-Glo SAH luminescence, purified enzyme; Potency, µM (highest dose often 114 µM), without a hit: at the highest dose activity change, negative = inhibition, actives largely listed as inhibitors; 2.5% of 59,000 active; AID 1645870;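 note: potency is the fitted concentration of half-maximal effect; plate controls were DMSO vehicle for no effect and no enzyme for full effect; nearly all actives have a fitted effect of over 65% in size; many of its hits are not listed in these tables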
# Target sequence (Q9BV86 whole entry, looked up): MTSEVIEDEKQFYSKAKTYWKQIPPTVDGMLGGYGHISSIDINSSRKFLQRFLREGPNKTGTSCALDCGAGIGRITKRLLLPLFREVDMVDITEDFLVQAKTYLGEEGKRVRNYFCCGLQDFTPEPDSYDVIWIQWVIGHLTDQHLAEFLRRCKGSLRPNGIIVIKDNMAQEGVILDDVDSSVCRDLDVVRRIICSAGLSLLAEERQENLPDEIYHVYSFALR
# p53null 39C kill: kills p53 null cells at the nonpermissive temperature; H1299 p53-null (neo) cells, 39C, ATPlite viability, 24 h; Potency, µM (doses to about 46.1 µM), inactives show at the highest dose activity, negative = cell killing, actives largely listed as cytotoxic; 0.97% of 55,000 active; AID 904;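 note: potency is the fitted concentration of half-maximal effect; 0% = DMSO only and -100% = full killing by 100 µM tamoxifen; nearly all actives have a fitted effect of over 50% in size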
#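 ATP-luminescence viability readout (ATPlite, 20 min RT) after 24 hr compound treatment at 39C of H1299-neo or H1299-p53A138V cells; titration up to 46 uM; normalized to DMSO and 100 uM tamoxifen; Hill-fit AC50.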
# Active calls of the source: *; ? = inconclusive; / = not tested or not shown; [ ] = another dose, or the depositor's remark. Calls come from the whole dose curve; as a rule, active = well fitted curve in the direction sought with a large enough effect; inconclusive = small, poorly fitted or top-dose-only effect, or another doubt; inactive = no such curve, though single readings can be large; an effect the other way counts as inactive or inconclusive.
molecule	GALK inh	p53null 32C tox	B2AR arrestin ag	TSG101-PTAP inh	FH mod	NTMT1 inhibitor	p53null 39C kill
CC(=O)N1CCCc2cc(S(=O)(=O)N(C)CC(=O)Nc3ccc(F)cc3Cl)ccc21	4%	-2%	-1%	-9%	3%	4%	24%
CC(=O)Nc1ccc(NS(=O)(=O)c2cc3c4c(c2)CC(=O)N4CCC3)cc1	-1%	-6%	-1%	-3%	-23%	1%	15%
COc1ccc(S(=O)(=O)c2c(Nc3cccc(C)c3C)sc(C(=O)c3ccccc3)c2N)cc1	7%	27%	-3%	2%	-13%	-21%	-9%
Cc1cc(C)n(CCC(=O)Nc2ccc(Cl)cc2)n1	0%	-3%	0%	2%	2%	11%	-17%
Cc1ccc(Cn2c(CN3CCC(C(=O)NCC(C)c4ccccc4)CC3)cc3ccccc32)cc1 (stereo not drawn)	-2%	12%	-2%	-2%	-27%	0%	16%
Cc1ccc(S(=O)(=O)c2cn(CC(=O)Nc3ccc4c(c3)OCO4)c3ccccc3c2=O)cc1	6%	0%	-2%	-1%	-25%	-1%	-4%
O=S(=O)(NCCS(=O)(=O)N1CCN(c2cccc(Cl)c2)CC1)c1ccc(F)cc1	-5%	17%	-1%	-2%	-10%	0%	-4%
O=C(CSc1nc2ccccc2nc1Cc1ccccc1F)Nc1cccc(C(F)(F)F)c1	4%	3%	1%	-6%	1%	5%	4%
CCC(=O)Oc1c(Sc2ccc(C)cc2)c(C)nn1-c1ccccc1	5%	-9%	1%	-2%	-4%	12%	5%
CN(C)c1ccc(-c2nc(-c3cccs3)c(-c3cccs3)[nH]2)cc1	1%	-10%	0%	-1%	-18%	3%	?
CN1CCN(Cc2c(O)ccc3cc(-c4ccccc4)c(=O)oc23)CC1	2%	9%	0%	-7%	-30%	-3%	-29%
CCCCNC(=O)CCCCCn1c(=O)[nH]c2ccccc2c1=O	-1%	-15%	-1%	-2%	-6%	6%	8%
CCCCN1C(=O)C(O)(CC(=O)c2ccc(C)cc2C)c2cc(Br)ccc21 (stereo not drawn)	-2%	50%[activator]	0%	-11%	?	13%	?
COC(=O)c1c(NC(=O)Cc2coc3ccc(C)cc23)sc2c1CCC2	-1%	3%	-1%	-1%	?	-7%	-1%
COc1cc(OC)c(C2CC(=O)Nc3ccc4ccccc4c32)cc1OC (stereo not drawn)	2%	15%	0%	2%	-24%	?	0%
CCc1nnc2c(Nc3cccc(F)c3)nc3ccc(C(=O)c4ccccc4)cc3n12	2%	17%	-2%	3%	4%	10%	0%
CCOc1ccc(CCNC(=O)CCCc2nnc3n(CC)c(=O)c4sccc4n23)cc1	0%	8%	3%	-7%	-10%	-1%	-23%
Cc1ccc(Cl)cc1N1CCN(C(=O)c2cnn(C)c2C2CCN(C(=O)OC(C)(C)C)CC2)CC1	-2%	15%	0%	-7%	-21%	?	-7%
Cc1ccc(NS(=O)(=O)c2ccc(-c3cc(C)no3)cc2)c(C)c1	2%	6%	0%	-4%	/	/	1%
CCOc1ccc(NC(=O)N(C(C)C)C2CCN(C(C)=O)CC2)cc1	-2%	1%	-1%	1%	3%	0%	2%
CC(=O)NNc1ncnc2c1cnn2-c1ccccc1	-6%	-4%	0%	2%	-5%	8%	-1%
COc1ccc(NC(=O)Cn2nc3c(cc2=O)CCCC3)cc1Cl	1%	0%	0%	-1%	0%	-10%	17%
COc1ccc(CCNC(=O)c2ccc(Cn3c(=O)c4cccn4c4cccnc43)cc2)cc1OC	1%	-6%	0%	-2%	18%	-1%	-15%
O=S(=O)(c1ccc(F)cc1)N(Cc1nc(-c2ccc(Cl)cc2)no1)C1CCCCC1	3%	1%	0%	1%	-13%	-21%	-15%
CCCCOC(=O)c1ccc(Nc2nc3ccccc3c3nnc(C)n23)cc1	1%	-15%	-1%	-4%	-19%	-7%	-17%
COCc1cc(C)nc2sc(C(=O)Nc3ccccc3O)c(N)c12	?	-15%	1%	-2%	-4%	-2%	-21%
CC(C)COc1ccc(C(=O)Nc2nnc(S(=O)(=O)N(C)Cc3ccco3)s2)cc1	0%	?	0%	4%	0%	5%	10µM*
CSc1nc(Nc2ccc(F)cc2)cc(-c2ccccc2)n1	-7%	?	-5%	-4%	?	12%	16µM*
Cc1ccc(NC(=O)C2CCCN2S(=O)(=O)c2cccc3cccnc23)cc1 (stereo not drawn)	-9%	0%	0%	-4%	-3%	15%	-3%
Cc1ccc(Cn2c(SCc3ccc(C(=O)NC4CCCCC4)cc3)nc3ccncc32)cc1	-12%	21%	1%	-2%	-17%	5%	-13%
Cc1ccc(NC(=O)CCCn2nc(C)c3c(C)n(-c4ccccc4)nc3c2=O)cc1Cl	-2%	-8%	1%	0%	7%	3%	14%
OCCCc1nc2ccccc2n1CCCCOc1ccccc1	-1%	-1%	2%	0%	-1%	-1%	3%
CCc1ccc(NC(=O)C(=O)NCCc2sc3nc(-c4ccc(OC)cc4)nn3c2C)cc1	-9%	2%	-3%	1%	-4%	-2%	-16%
CC(C)CC(=O)Nc1nnc2n1CCS2	-2%	-4%	0%	-1%	0%	2%	17%
c1ccc(N2CCN(Cc3cccn3-c3nnc(N4CCN(C5CCCCC5)CC4)s3)CC2)cc1	0%	3%	1%	-7%	7%	-4%	-15%
COc1ccc(NC(=O)c2c(NCc3sccc3C)sc3c2CCCC3)c(OC)c1	2%	8%	2%	-2%	-16%	-17%	49%[activator]
O=C(Nc1ccc(F)cc1F)C1CCN(C(=O)c2cnn(-c3ccccc3)c2-n2cccc2)CC1	3%	-4%	-4%	3%	-13%	?	1%
O=C(CSc1nccn1Cc1ccccc1)NC1CCCC1	4%	0%	-1%	1%	7%	-2%	1%
Cc1nn(C)c(C)c1S(=O)(=O)N(CC(=O)NCCc1ccc(Cl)cc1)c1ccc(C(C)C)cc1	6%	6%	0%	3%	-28%	-8%	-3%
Nc1c(C(=O)Nc2ccc(Cl)c(C(F)(F)F)c2)sc2nc(-c3ccncc3)ccc12	0%	-28%	0%	0%	9%	8%	-22%
O=C(c1cccn2c(=O)c3cc(Cl)ccc3nc12)N1CCN(c2ccccc2F)CC1	-2%	13%	-4%	-1%	-15%	-4%	3%
CCn1c(=O)c2cc(C(=O)N(CCN(C)C)Cc3ccccc3)sc2c2ccccc21	8%	-5%	0%	-13%	-5%	-21%	-15%
COc1ccc(CNS(=O)(=O)c2ccc3c(c2)C(C)(C)C(=O)N3C)cc1OC	2%	-4%	0%	-2%	5%	9%	-17%
CCOCCCNC(=O)c1ccc2c(=O)n(CCc3ccccc3)c(=O)[nH]c2c1	-4%	-2%	0%	2%	-6%	8%	3%
Cc1ccc(S(=O)(=O)Nc2ccc(-c3ccc(N4CCCCCC4)nn3)cc2)cc1C	1%	7%	3%	1%	/	/	-1%
CCOC(=O)C1(C)C=C(Nc2ccc(Br)cc2)C(=O)N1c1ccccc1 (stereo not drawn)	1%	-2%	1%	-1%	-1%	14%	24%
Cc1cccc(C(=O)Nc2ccc(N3CCC(CCN4CCOCC4)CC3)c(C(=O)O)c2)c1	-2%	11%	-3%	-10%	-12%	?	-6%
Cc1cccc(NC(=O)Cn2nnc(C(=O)Nc3ccccc3Br)c2N)c1C	3%	-3%	-1%	-3%	-9%	-8%	0%
CCN(CC)S(=O)(=O)c1ccc(NC(=O)c2c(C)oc3ncnc(N4CCOCC4)c23)cc1	3%	4%	-1%	-1%	1%	20%	-8%
CC(=O)N1CCCc2cc(S(=O)(=O)N3CCC(C(=O)NCc4ccccc4Cl)CC3)ccc21	2%	-8%	1%	0%	?	5%	5%
CCCCn1c(=O)c2oc3ccccc3c2n(CC(=O)Nc2ccc(CC)cc2)c1=O	0%	0%	-1%	6%	14%	11%	-10%
COc1ccc(C)cc1NC(=O)CN1C(=O)CSc2ccc(S(=O)(=O)N3CCCC3)cc21	2%	2%	2%	-3%	-10%	4%	0%
CCOc1ccc(OCC)c(NC(=O)c2cc(-c3cccs3)nc3ccccc23)c1	-1%	8%	1%	-9%	1%	-12%	-7%
CCCNC(=O)CCn1nc(-c2ccc(C)cc2)c2ccccc2c1=O	0%	-2%	-1%	-6%	3%	4%	26%
COc1cccc(CNC(=O)C(C)n2c(=O)cc(-c3ccccc3)c3c(C)nn(C)c32)c1 (stereo not drawn)	0%	6%	1%	6%	-18%	-1%	17%
COc1ccc(NC(=O)CN(c2ccc(C)cc2)S(=O)(=O)c2cccs2)cc1OC	8%	2%	0%	1%	-12%	14%	-15%
O=C(c1cc(-c2ccc(Br)cc2)n[nH]1)N1CCN(S(=O)(=O)c2ccc(Cl)s2)CC1	-7%	-11%	0%	1%	5%	17%	-5%
COc1ccc(C(C(=O)NCc2ccccc2)N(C(=O)Cn2nnc3ccccc32)c2ccc(OC)cc2)cc1 (stereo not drawn)	4%	-15%	0%	0%	-12%	?	-17%
CCOC(=O)C(CC)Sc1ccc2nnc(CCNS(=O)(=O)c3ccc(C)cc3)n2n1 (stereo not drawn)	-8%	-2%	0%	1%	-20%	-8%	-25%
Cc1cc(C)c(NC(=O)Cn2c(=O)nc(-c3ccccc3)c3cc(Cl)ccc32)c(C)c1	3%	6%	-1%	-4%	4%	-1%	2%

# (listing goes on)
molecule	GALK inh	p53null 32C tox	B2AR arrestin ag	TSG101-PTAP inh	FH mod	NTMT1 inhibitor	p53null 39C kill
Cc1ccc(SCC(=O)Nc2ccc3oc(-c4cccc(C)c4)nc3c2)cc1	-5%	-16%	-2%	1%	?	8%	-12%
CCCCN(CC)C(=O)CSc1c2c(nc3ccc(Cl)cc13)CCCC2	7%	?	1%	-17%	-24%	-5%	53%[activator]
Cc1ccc(C(=O)CSc2nnc(-c3ccccc3)n2-c2ccccc2)cc1	9%	-1%[9.22 µM]	0%	-3%	-12%	3%	-14%
CCN(CC)C(=O)Cn1c(=O)n(-c2ccc(Cl)cc2)c(=O)c2c3c(sc21)CCCCC3	3%	7%	-2%	3%	0%	-21%	-11%
Cc1ccc(C)c(CN2C(=O)c3ccccc3Sc3ccc(C(=O)NCc4ccco4)cc32)c1	-1%	2%	6%	-1%	?	?	14%

# Some entries already given, limited to B2AR arrestin ag and FH mod:
mol | B2AR arrestin ag | FH mod
O=C(Nc1ccc(F)cc1F)C1CCN(C(=O)c2cnn(-c3ccccc3)c2-n2cccc2)CC1 | -4% | -13%
O=C(CSc1nccn1Cc1ccccc1)NC1CCCC1 | -1% | 7%

# Not all compounds are listed; rates above refer to the full screens.
